Pin1 inhibitor: qHTS Assay to Find Inhibitors of Pin1; Peptidyl-prolyl cis-trans isomerase NIMA-interacting 1 (Homo sapiens), Q13526; Pin1 FP peptide displacement, HiFluor488, 10 min; Potency, µM (doses to about 115 µM), for inactives: top-dose activity, negative = inhibition, hits mostly inhibitors; 0.009% of 390,000 active; AID 504891, 2011; active = well fitted inhibition curve with a large enough effect in the polarisation, with a control signal flat, not every such curve was filed as active; inconclusive = small, poorly fitted or top-dose-only effect, or effect the other way, or a change in a side signal; inactive = no such curve, though single readings can be large or run the other way; the % refers to the polarisation; also: potency is read from the fitted curve at half-maximal effect; % is scaled to controls: 0 for no effect and ±100 for the full control effect
Tb PGK inh: qHTS Assay to Find Inhibitors of Phosphoglycerate Kinase; Phosphoglycerate kinase, glycosomal (Trypanosoma brucei brucei), P07378; 0.043% of 380,000 active; PGK/GAPDH coupled, Kinase-Glo luminescence, 60 min; Potency, µM (titrated, usually from 57.5 µM), for the others: at the top dose activity change, negative = inhibition, hits mostly inhibitors; also: potency is read from the fitted curve at half-maximal effect; % is scaled to controls: 0 for no effect and ±100 for the full control effect; nearly all actives have a fitted effect of over 60% in size
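Luminescent ATP detection (Kinase-Glo Plus) follows a 60-minute room-temperature incubation, with wells lacking PGK as controls. Buffer: 100 mM TEA (pH 7.6), 5 mM MgCl2, 0.01% Tween-20. Coupling enzyme GAPDH (100 nM final) supplies unstable 1,3-BPG in-well.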
JMJD2A Tudor: qHTS Assay for Inhibitors of JMJD2A-Tudor Domain | Lysine-specific demethylase 4A (Homo sapiens), O75164 | AlphaScreen JMJD2A-Tudor / H3K4me3 peptide binding | Potency, µM (series often up to 114 µM), for inactives: at the top dose activity change, negative = inhibition, actives largely listed as inhibitors | 4.4% of 390,000 active | AID 504339, 2011; also: potency is read from the fitted curve at half-maximal effect; % is scaled to controls: 0 for no effect and ±100 for the full control effect; nearly all actives have a fitted effect of over 50% in size
ERG-DNA inh: qHTS for Small Molecule Inhibitors of the ERG Ets/DNA interaction. fluorescence polarization, His-ERG Ets domain / labelled DNA. Potency, µM (doses to about 76.9 µM), without a hit: top-dose FP activity, negative = inhibition, usual class: inhibitors. 0.028% of 370,000 active; active = well fitted inhibition curve with a large enough effect in the polarisation, with a control signal flat; inconclusive = small, poorly fitted or top-dose-only effect, or effect the other way, or a change in a side signal; inactive = no such curve, though single readings can be large or run the other way; the % refers to the polarisation;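 also: polarization taken with two DNA probes labelled with fluorescein and Texas red; potency is read from the fitted curve at half-maximal effect; % of control where 0% means no effect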
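His-tagged ERG Ets domain (1 uM in the protein solution; 300mM KCl, 50mM Tris-HCl, 1mM EDTA, 1mM DTT, pH 7.5) received compound, then a probe mix of 5 nM fluorescein-DNA and 100nM Texas-615-DNA. Fluorescence polarization was read for both dyes.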
HP1b binding inh: HTS for Inhibitors of HP1-beta Chromodomain Interactions with Methylated Histone Tails. AlphaScreen HP1-beta / biotin-H3K9me3 peptide binding. 0.56% of 390,000 active. Potency, µM (doses to about 114 µM), for the others: at the highest dose activity change, negative = inhibition, hits mostly inhibitors; also: potency is read from the fitted curve at half-maximal effect; nearly all actives have a fitted effect of over 70% in size; inactives centre near 23
Target sequence (P83916 whole entry, looked up): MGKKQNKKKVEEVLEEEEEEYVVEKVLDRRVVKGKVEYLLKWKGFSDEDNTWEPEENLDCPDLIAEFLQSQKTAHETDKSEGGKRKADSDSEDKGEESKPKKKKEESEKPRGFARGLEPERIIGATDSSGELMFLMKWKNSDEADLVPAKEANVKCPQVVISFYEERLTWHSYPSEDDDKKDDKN
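AlphaScreen: HP1-beta (50 nM) preformed 30 min with biotin-H3(1-18)K9me3 peptide (50 nM) in PBS pH 7.4, 0.01% Tween-20. Compound added for 30 min at RT, then streptavidin donor/nickel chelate acceptor beads (10 ug/mL) for 30 min.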
G9a block: qHTS Assay for Inhibitors of Histone Lysine Methyltransferase G9a; 8.8% of 350,000 active; Potency, µM (series often up to 102 µM), inactives show at the top dose activity, negative = inhibition, hits mostly inhibitors; G9a H3K9 monomethylation, AlphaScreen, 2 h; also: potency is read from the fitted curve at half-maximal effect; % is scaled to controls: 0 for no effect and ±100 for the full control effect; nearly all actives have a fitted effect of over 75% in size
Target sequence (Q96KQ7 913-1193 limits assumed): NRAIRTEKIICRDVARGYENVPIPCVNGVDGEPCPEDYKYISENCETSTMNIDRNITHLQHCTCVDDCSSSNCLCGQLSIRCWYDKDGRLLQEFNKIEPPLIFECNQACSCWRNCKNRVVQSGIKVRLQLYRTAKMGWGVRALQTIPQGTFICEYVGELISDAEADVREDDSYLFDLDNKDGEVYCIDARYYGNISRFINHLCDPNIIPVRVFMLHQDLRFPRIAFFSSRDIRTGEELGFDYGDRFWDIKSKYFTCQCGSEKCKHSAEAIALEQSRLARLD
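Quantitative HTS format: methyltransferase activity on a biotin-tagged H3K9 peptide is measured by AlphaScreen, using a rabbit anti-monomethyl-H3K9 antibody with streptavidin donor and anti-IgG acceptor beads. Final levels are 20 nM enzyme, 500 nM peptide, 20 uM SAM; 2 h RT.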
BAZ2B block: qHTS Assay for Inhibitors of BAZ2B; Potency, µM (highest dose often 114 µM), without a hit: at the highest dose activity change, negative = inhibition, usual class: inhibitors; Bromodomain adjacent to zinc finger domain protein 2B (Homo sapiens), Q9UIF8; AlphaScreen BAZ2B-H3K14Ac peptide displacement; AID 504333, 2011; 4.4% of 360,000 active; also: potency is read from the fitted curve at half-maximal effect; % is scaled to controls: 0 for no effect and ±100 for the full control effect; nearly all actives have a fitted effect of over 60% in size
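In this displacement format the biotinylated H3(5-23) peptide acetylated at Lys14 serves as ligand at 50 nM, with BAZ2B at 50 nM in PBS pH 7.4 containing 0.01% Tween-20. Donor and acceptor beads are 10 ug/mL final.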
GLS inhibitor: qHTS for Inhibitors of Glutaminase (GLS); GLS enzymatic activity, qHTS titration; Potency, µM (top dose mostly 45.5 µM), for inactives: at the top dose activity change, negative = inhibition, hits mostly inhibitors; 0.21% of 410,000 active; also: potency is read from the fitted curve at half-maximal effect; % is scaled to controls: 0 for no effect and ±100 for the full control effect
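Glutamate formation by hKGA was monitored fluorometrically using coupled glutamate oxidase, HRP and Amplex Red. Substrate was added as 1 mM L-glutamine solution; incubation was 30 min at RT after an initial read.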
PI4K2A inh: qHTS for small molecular inhibitors of PI4K2A; Phosphatidylinositol 4-kinase type 2-alpha (Homo sapiens), Q9BTU6; purified PI4K2A, ADP-Glo luminescence, 1 h; hits give low values; activity change, negative = inhibition, % at 76.9 µM; 0.13% of 420,000 active; AID 1346378, 2018; in the data active = activity change below about -50%; inconclusive = mostly about -30% to -49%;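 also: -100% = wells without enzyme as full effect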
Target sequence (Q9BTU6 whole entry, looked up): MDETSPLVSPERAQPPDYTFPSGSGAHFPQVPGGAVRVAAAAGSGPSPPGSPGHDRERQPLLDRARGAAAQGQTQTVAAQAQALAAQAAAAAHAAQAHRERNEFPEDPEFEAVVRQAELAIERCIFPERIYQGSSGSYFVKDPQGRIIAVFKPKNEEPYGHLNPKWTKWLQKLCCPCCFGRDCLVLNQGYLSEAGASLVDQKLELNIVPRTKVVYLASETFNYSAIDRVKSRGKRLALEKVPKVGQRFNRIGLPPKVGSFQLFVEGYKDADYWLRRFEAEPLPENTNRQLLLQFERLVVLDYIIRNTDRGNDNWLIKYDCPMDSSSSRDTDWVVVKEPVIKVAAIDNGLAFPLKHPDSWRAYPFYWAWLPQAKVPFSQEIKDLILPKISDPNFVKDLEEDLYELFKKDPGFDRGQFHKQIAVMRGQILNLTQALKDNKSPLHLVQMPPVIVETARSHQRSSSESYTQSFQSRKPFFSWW
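In this quantitative HTS, ADP production by PI4K2A was quantified luminescently after 1 h at ambient temperature; 100 microM adenosine served as plate-quality control.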
Starred values were filed as active, the others as inactive; i = inactive; ? = inconclusive; . = no result given; [ ] = dose if it differs, or a comment. Unless noted, calls follow the shape of the dose curve; as a rule, active = well fitted curve in the direction sought with a large enough effect; inconclusive = small, poorly fitted or top-dose-only effect, or another doubt; inactive = no such curve, though single readings can be large; an effect the other way counts as inactive or inconclusive.

#	Pin1 inhibitor	Tb PGK inh	JMJD2A Tudor	mol	ERG-DNA inh	HP1b binding inh	G9a block	BAZ2B block	GLS inhibitor	PI4K2A inh
1	-2.1%	2.1%	-17.4%	CCOC(=O)c1c(C)sc2c1N(C(=O)CN1CCOCC1)c1cc(Cl)ccc1S2	-0.9%	-5.3%	?	-2.7%	2.9%	-0.7
2	-1.4%	-1.8%	54.3%[activator]	Cc1cc(C)cc(OCC(=O)N(Cc2cccs2)c2ccc(Cl)cc2)c1	1.3%	92.3%[activator]	101.9%[activator][59 µM]	59.9%[activator]	-4.2%	0.8
3	1.2%	0.6%	-10.3%[57.1 µM]	O=S(=O)(Nc1ccc(Cc2ccncc2)cc1)c1ccc(Cl)s1	2.3%	19.9%	-16.8%[59 µM]	-5.1%	10.1%	3.5
4	5.5%	-6.0%	0.8%[57.1 µM]	CC(Oc1ccccc1F)C(=O)Nc1ccc2ccccc2c1 (stereo not drawn)	-0.9%	40.9%[activator]	4.0%[59 µM]	6.0%	-2.4%	1.7
5	1.8%	-2.0%	-11.6%	Cc1ccc(OCC(O)Cn2c(=N)n(CCN3CCOCC3)c3ccccc32)cc1 (stereo not drawn)	-10.9%	31.3%	-4.5%	3.0%	-7.1%	1.1
6	-3.2%	-3.1%	-20.4%	COc1ccccc1N(Cc1cc(=O)[nH]c2ccccc12)C(=O)C(C)C	-4.3%	6.8%	?	-0.5%	1.5%	-0.2
7	-1.2%	i	-3.7%	COc1ccc(OC)c(N(CC(=O)N2CCCC2)S(C)(=O)=O)c1	14.2%	21.3%	71.1%[activator]	0.7%	1.2%	-5.5
8	-1.3%	5.0%	-2.2%	Cc1ccc(S(=O)(=O)Cn2nnnc2CN2CCN(Cc3ccc4c(c3)OCO4)CC2)cc1	8.7%	17.2%	-16.7%	0.7%	-7.2%	-2.6
9	-9.8%	-9.0%	2.6%	O=C(c1cccc(Br)c1)N1CCN(C(=O)N2CCOCC2)CC1	0.5%	62.6%[activator]	-7.8%[59 µM]	-4.4%	1.9%	-2.4
10	0.7%	i	-17.4%	COc1ccccc1C(=O)NC1=NC(c2ccc(Br)cc2)CC(=O)N1 (stereo not drawn)	-1.6%	14.5%	8.3%[59 µM]	-3.7%	0.5%	-3.0
11	35.9%[activator]	5.9%	-19.9%	CCOc1ccc2nc(SCC(=O)Nc3cc(C)on3)c(C)cc2c1	7.0%	21.1%	4.2%	-9.9%	2.0%	-3.2
12	-3.3%	6.3%	-23.0%	O=C1/C(=C/c2ccc(F)cc2)SC(=S)N1N1CCOCC1	-0.6%	-20.8%	34.9%[12.7 µM]	-28.5%	4.1%	-4.5
13	-4.4%	-9.4%	-7.0%	CCCNCc1nnc(-c2ccccc2Cl)o1	3.2%	20.0%	-5.6%	3.9%	0.4%	5.7
14	1.6%	7.4%	-21.9%	CCC(=O)Nc1ccc2nc(C)n(CC(=O)Nc3ccccc3)c(=O)c2c1	.	46.8%[activator]	7.6%[59 µM]	4.5%	-2.5%	-2.8
15	1.6%	-0.5%	-1.4%	Cc1noc(C)c1COC(=O)c1cccc(S(=O)(=O)N2CCOCC2)c1	-1.4%	37.0%	-0.2%	-1.9%	1.4%	0.6
16	2.4%	-8.8%	-4.9%	O=C(N[C@H](Cc1cc(=O)[nH]c2ccccc12)C(=O)O)c1ccc(Cl)cc1	7.0%	20.1%	-47.7%[2.33 µM]	-0.8%	10.1%	-5.7
17	-0.9%	-3.4%	-4.1%	CCN(CC(=O)NCc1ccc(Cl)cc1)C(=O)CCC(=O)c1ccc(F)cc1	0.8%	21.0%	22.3%[0.501 µM]	9.4%	-2.0%	-0.7
18	-1.8%	-2.1%	-16.7%	Cc1cc(F)ccc1NC(=O)c1c(C)oc2c1C1=NCCN1C=N2	-0.6%	12.3%	23.1%[59 µM]	-0.8%	-5.0%	-1.5
19	1.0%	.	-4.9%	C=CCSc1nnc(C)n1-c1ccc(Cl)cc1	.	5.6%	-12.0%[12.7 µM]	-2.0%	0.7%	-7.6
20	-11.4%	-12.1%	-7.1%	CCOCCCNC(=O)C1(O)c2cc(Br)ccc2NC(=O)N1c1ccc(OCC)cc1 (stereo not drawn)	0.7%	23.6%	13.2%	-16.3%	1.3%	0.1
21	-3.4%	0.8%	-0.3%	CC(C)(/C=N/O)/[N+]([O-])=C/C=[N+](\[O-])C(C)(C)/C=N/O	6.1%	31.4%	-0.4%	?	9.9%	-1.6
22	7.3%	-1.6%	-26.4%	Cc1cc(-c2ccccc2)n(-c2ccc(C(=O)N3CCN(c4ncccn4)CC3)cc2)n1	4.0%	5.8%	?	-2.9%	4.3%	-1.5
23	1.5%	i	-13.2%	O=C(NC1CC1)C1=NOC(CNc2ncc(C(F)(F)F)cc2Cl)C1 (stereo not drawn)	-10.7%	25.9%	1.6%	3.7%	0.2%	-6.6
24	-8.1%	-8.4%	11.9%	Cc1nnc(SC2CC(=O)N(c3ccccc3)C2=O)s1 (stereo not drawn)	-18.5%	-7.0%	8.91µM*	2.1%	-3.6%	-2.8
25	0.3%	i	?	O=C(NCCCN1CCCCCC1)C1CC(=O)N(CCc2ccccc2)C1 (stereo not drawn)	8.9%	-22.5%	.	?	3.5%	8.9
26	7.3%	0.8%	-11.0%	Cc1cccc(-c2nnc(SCC(=O)Nc3ncccn3)n2C)c1	15.6%	44.4%[activator]	0.4%	-14.2%	-3.2%	1.1
27	-0.1%	i	-15.4%	Cc1ccsc1/C=N\Nc1cn[nH]c(=O)c1Cl	-1.7%	39.1%[activator]	-19.8%	.	1.9%	-1.0
28	-0.6%	1.6%	-0.6%	CCOC(=O)c1ccc(NC(=O)Nc2cc(C)on2)cc1	3.7%	16.4%	-19.1%[12.7 µM]	20.5%	4.1%	7.9
29	-9.4%	-8.6%	-5.2%	O=C(Nc1ccccc1C(=O)N1CCOCC1)C1COc2ccccc2O1 (stereo not drawn)	2.7%	6.0%	-2.8%[12.7 µM]	-2.9%	-1.3%	-0.6
30	0.9%	10.2%	-17.1%	CCOC(=O)C1CSC(CC(=O)Nc2ccc(OCC)cc2)C(=O)N1 (stereo not drawn)	-4.9%	17.6%	-43.9%[59 µM]	-1.4%	-4.1%	-3.5
31	12.5%	-8.7%	-33.6%	CN(C)c1ccc(C2N(C)C(=O)c3ccccc3N2C)cc1 (stereo not drawn)	-13.5%	12.5%	?	?	8.4%	7.8
32	2.2%	-5.6%	-13.9%	O=C(CNC(=O)c1ccc(Br)o1)NNC(=O)COc1ccccc1Cl	0.2%	37.1%	18.0%[59 µM]	9.0%	3.9%	-4.3
33	2.6%	-0.7%	-10.8%	COc1ccc(NC(=O)Nc2ccc(Br)cn2)cc1OC	-3.6%	23.5%	-6.5%	-18.6%	7.2%	-7.9
34	-0.9%	3.9%	-19.0%	Cc1cccc(NCc2nc(SCC(=O)Nc3ccccc3)n[nH]2)c1	-9.9%	21.4%	1.2%[0.501 µM]	-2.5%	1.1%	-1.7
35	-0.1%	3.7%	-12.8%	CC(C)[C@H](NC(=O)c1ccccc1)C(=O)OCC(=O)N1CCN(C(=O)c2ccco2)CC1	4.8%	17.5%	13.7%	-2.9%	6.6%	0.2
36	-15.4%	-3.7%	?	COc1ccc(Br)cc1C1CC(=O)N2CN(C)CSC2=C1C#N (stereo not drawn)	11.2%	?	1.41µM*	-28.5%	-12.7%	4.3
37	-1.0%	-8.7%	-22.1%	CC1(C)Cc2nc3sc(C(=O)NCCO)c(N)c3cc2CO1	-1.1%	17.7%	11.2µM*	11.3%	2.5%	2.2
38	0.8%	-4.1%	30.7%	CCc1nc(Sc2nc(C)cc(C)n2)c2oc3ccccc3c2n1	-7.8%	65.9%[activator]	-8.4%[59 µM]	.	1.0%	-2.5

Arranged by count of non-hydrogen atoms (descending): 3 of the compounds above.
#	Pin1 inhibitor	Tb PGK inh	JMJD2A Tudor	mol	ERG-DNA inh	HP1b binding inh	G9a block	BAZ2B block	GLS inhibitor	PI4K2A inh
35	-0.1%	3.7%	-12.8%	CC(C)[C@H](NC(=O)c1ccccc1)C(=O)OCC(=O)N1CCN(C(=O)c2ccco2)CC1	4.8%	17.5%	13.7%	-2.9%	6.6%	0.2
31	12.5%	-8.7%	-33.6%	CN(C)c1ccc(C2N(C)C(=O)c3ccccc3N2C)cc1 (stereo not drawn)	-13.5%	12.5%	?	?	8.4%	7.8
27	-0.1%	i	-15.4%	Cc1ccsc1/C=N\Nc1cn[nH]c(=O)c1Cl	-1.7%	39.1%[activator]	-19.8%	.	1.9%	-1.0

Screening data (PubChem BioAssay)
